ALDH1A1 inh – ALDH1A1 (human) enzyme inhibition. Purified ALDH1A1, NADH fluorescence, propionaldehyde substrate. P00352. Potency, µM (series often up to 75.3 µM), inactives show at the highest dose activity, negative = inhibition, hits mostly inhibitors. 220,000 tested, 7.3% active. AID 1030; active means well fitted inhibition curve with a large enough effect, not every such curve was filed as active; inconclusive means small, poorly fitted or top-dose-only effect, or another doubt; inactive means no such curve, though single readings can be large or run the other way;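 further: plate controls were no enzyme wells and a reference inhibitor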
Target sequence (P00352 whole entry, looked up): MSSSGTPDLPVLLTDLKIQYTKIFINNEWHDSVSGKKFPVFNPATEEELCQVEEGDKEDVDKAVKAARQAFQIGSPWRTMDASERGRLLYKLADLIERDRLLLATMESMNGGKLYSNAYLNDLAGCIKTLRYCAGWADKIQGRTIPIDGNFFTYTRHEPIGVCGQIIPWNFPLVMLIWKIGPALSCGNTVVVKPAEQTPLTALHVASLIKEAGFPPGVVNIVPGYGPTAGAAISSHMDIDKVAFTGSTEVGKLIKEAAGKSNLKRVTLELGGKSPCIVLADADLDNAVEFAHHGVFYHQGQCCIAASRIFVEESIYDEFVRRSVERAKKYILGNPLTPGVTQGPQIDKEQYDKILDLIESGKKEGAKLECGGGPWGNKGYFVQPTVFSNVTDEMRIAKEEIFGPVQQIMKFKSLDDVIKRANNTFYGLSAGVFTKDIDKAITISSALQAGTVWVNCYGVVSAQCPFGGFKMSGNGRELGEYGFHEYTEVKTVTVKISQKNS
NPSR antagonist – antagonists of human neuropeptide S receptor cAMP signaling; Q6W5P4; CHO-NPSR cells, cAMP TR-FRET, antagonist mode; Potency, µM (doses to about 38.3 µM), for the others: at the top dose activity change, negative = inhibition, actives largely listed as inhibitors; 220,000 tested, 1% active; AID 1461; further: on the % scale 0 is the no-effect control and ±100 the full control effect; nearly all actives have a fitted effect of over 50% in size; many of its hits are not listed in these tables
GLA spleen mod – inhibits or activates alpha-galactosidase in human spleen homogenate; P06280; human spleen homogenate, 4MU-alpha-Gal fluorescence, 40 min; Potency, µM (series often up to 80 µM), for inactives: top-dose activity change, negative = inhibition, actives largely listed as inhibitors; 240,000 tested, 0.008% active;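 further: 0% = enzyme with vehicle and -100% = no enzyme basal signal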
Target sequence (P06280 32-429 limits assumed): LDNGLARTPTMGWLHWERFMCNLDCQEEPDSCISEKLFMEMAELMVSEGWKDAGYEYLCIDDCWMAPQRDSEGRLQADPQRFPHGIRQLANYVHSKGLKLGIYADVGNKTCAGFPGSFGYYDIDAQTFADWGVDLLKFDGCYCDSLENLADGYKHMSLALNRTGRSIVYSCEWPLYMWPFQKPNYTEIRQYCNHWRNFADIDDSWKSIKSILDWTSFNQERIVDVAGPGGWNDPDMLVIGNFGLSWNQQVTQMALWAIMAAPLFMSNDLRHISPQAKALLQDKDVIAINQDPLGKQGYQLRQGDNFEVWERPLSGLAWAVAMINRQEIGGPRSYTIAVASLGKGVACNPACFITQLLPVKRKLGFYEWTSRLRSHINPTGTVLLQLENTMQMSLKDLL
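qHTS titration in buffer at pH 5.0. Alpha-galactosidase activity in spleen homogenate was measured via 4-methylumbelliferone release from 1 mM fluorogenic substrate after 40 min at 37C and a pH 10 stop. AC50 came from Hill fits of control-normalized data.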
GAA glycogen – GAA glycogen-cleavage inhibition or activation; P10253; recombinant GAA, glycogen substrate, Amplex Red glucose oxidase fluorescence; 300,000 tested, 0.38% active; Potency, µM (doses to about 76.4 µM), for inactives: at the highest dose activity change, negative = inhibition, most hits filed as inhibitors; AID 2100;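 further: 0% = full enzyme reaction and -100% = no-enzyme basal signal; the screen sought inhibitors and activators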
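Recombinant enzyme (4 nM final) with compounds titrated up to 77 uM and bovine liver glycogen (30 ug) in citrate pH 5.0, 0.01% Tween-20, 37 C 40 min. Released glucose detected by Amplex Red/glucose oxidase (Ex 573/Em 610); AC50 from Hill fits.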
Tau fluor counter – counter-screen for tau fibril formation inhibitors; 280,000 tested, 0.93% active; tau K18 P301L Alexa594 fluorescence, heparin fibrillization; Potency, µM (series often up to 57.7 µM), for the others: at the highest dose activity change, negative = decrease; further: on the % scale 0 is the no-effect control and ±100 the full control effect; nearly all actives have a fitted effect of over 55% in size
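Human tau K18 P301L (15 uM unlabeled, 0.24 uM Alexa 594-labeled) in 100 mM sodium acetate pH 7 with 20 uM heparin, 6 hr at 37 C. ThT 30 uM added, 1 hr ambient; Alexa 594 FP and total fluorescence read at 555/632 nm.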
GAA inh – blocks human lysosomal alpha-glucosidase; purified human GAA, 4-MU-alpha-glucoside fluorescence; Potency, µM (series often up to 76.9 µM), for the others: at the top dose activity change, negative = inhibition, hits mostly inhibitors; P10253; 200,000 tested, 0.005% active;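 further: plate controls were uninhibited enzyme wells for no effect and no-enzyme background for full effect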
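Activity normalized between no-enzyme (basal) and enzyme-only wells. Conditions: 4 nM human enzyme, 400 uM fluorogenic substrate, citrate/phosphate pH 5.0 with Tween-20, 20 min room temperature, compounds up to 77 uM.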
Epigenetic derep – derepresses silenced GFP reporter in murine cells | murine LDR cells, GFP reporter derepression, 30 h | Potency, µM (titrated, usually from 53.9 µM), for inactives: at the highest dose GFP activation, most hits filed as activators | 280,000 tested, 0.2% active; further: % of control where 0% means no effect; nearly all actives have a fitted effect of over 60% in size
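Readout is the number of GFP-expressing murine LDR cells, counted by cytometry following washing. Cells were treated with compound for 30 h at 37 C; the stably integrated CMV-GFP locus is normally silent.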
GAA spleen mod – lysosomal alpha-glucosidase (human) modulation | human spleen homogenate, 4-MU-alpha-glucoside fluorescence | P10253 | 240,000 tested, 0.006% active | Potency, µM (titrated, usually from 79.9 µM), for the others: at the highest dose activity change, negative = inhibition, usual class: inhibitors | AID 2112;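 further: 0% = enzyme with vehicle and -100% = no enzyme basal signal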
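Human spleen homogenate (1 ug) incubated with compounds and 1 mM 4-methylumbelliferyl-alpha-D-glucopyranoside in pH 5.0 citrate/phosphate buffer, 37 C, 40 min. Stopped at pH 10; 4-MU fluorescence (Ex 365/Em 440 nm); AC50 by Hill fit.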
Starred values were filed as active, the others as inactive; [ ] = dose if it differs, or a comment. Unless noted, the call rests on the fitted dose curve; in most records, active means well fitted curve in the direction sought with a large enough effect; inconclusive means small, poorly fitted or top-dose-only effect, or another doubt; inactive means no such curve, though single readings can be large; an effect the other way counts as inactive or inconclusive. Potency means the concentration at half of the fitted maximal effect. This is a subset, so the mix of outcomes need not match the whole.

Results for O=C(c1cccs1)N(c1ccc(Br)cc1)C1C=CS(=O)(=O)C1 (stereo unspecified) ?
ALDH1A1 inh: 9%; NPSR antagonist: 11%; GLA spleen mod: 15%; GAA glycogen: 1%; Tau fluor counter: -6%; GAA inh: -4%; Epigenetic derep: -0.1%; GAA spleen mod: -3%

What do the screens show for `CC(C)n1cc(/C=C2/SC(=O)N(CC(=O)N3CCCC3)C2=O)c2ccccc21`?
ALDH1A1 inh: -5%; NPSR antagonist: -7%[46.1 µM]; GLA spleen mod: -17%; GAA glycogen: 8%; Tau fluor counter: -3%; GAA inh: -5%; Epigenetic derep: 4.7%; GAA spleen mod: -5%

Results for COc1ccc(NC(=O)C2CCCCN2S(=O)(=O)c2ccc(F)cc2)cc1 (stereo unspecified) ?
ALDH1A1 inh: inconclusive; NPSR antagonist: -9%[46.1 µM]; GLA spleen mod: -1%; GAA glycogen: -1%; Tau fluor counter: 4%; GAA inh: 0%; Epigenetic derep: 0.0%; GAA spleen mod: -3%

How did O=C1Nc2ccccc2C(O)(C(=O)NCc2ccco2)N1c1ccc(Cl)cc1 (stereo unspecified) do in these assays?
ALDH1A1 inh: 7%; NPSR antagonist: 14%[46.1 µM]; GLA spleen mod: -7%; GAA glycogen: 4%; Tau fluor counter: -11%; GAA inh: 0%; Epigenetic derep: 0.0%; GAA spleen mod: -6%

Results for COc1ccccc1CNc1ncncc1-c1cccc(C#N)c1 ?
ALDH1A1 inh: -1%; GLA spleen mod: -9%; Tau fluor counter: -8%; Epigenetic derep: -1.7%; GAA spleen mod: -9%

What do the screens show for `Cc1ccc(S(=O)(=O)c2c(N)n(NC(=O)C3CC3)c3nc4ccccc4nc23)cc1`?
ALDH1A1 inh: inconclusive; NPSR antagonist: -16%[7.67 µM]; GLA spleen mod: 7%; GAA glycogen: -9%; Tau fluor counter: -1%; GAA inh: -5%; Epigenetic derep: 4.9%; GAA spleen mod: -2%

What do the screens show for `CCOC(=O)c1ccc(NC2c3ccccc3C(=O)N2c2ccccn2)cc1` (stereo unspecified)?
ALDH1A1 inh: 5%; NPSR antagonist: -13%[46.1 µM]; GLA spleen mod: 5%; GAA glycogen: -16%; Tau fluor counter: -18%; GAA inh: -6%; Epigenetic derep: -0.4%; GAA spleen mod: 2%

What do the screens show for `COc1ccc(N2CCN(CCNC(=O)C3CCN(S(=O)(=O)c4cccs4)CC3)CC2)cc1`?
ALDH1A1 inh: -1%; NPSR antagonist: -7%[46.1 µM]; GLA spleen mod: -9%; GAA glycogen: -15%; Tau fluor counter: -10%; GAA inh: -5%; Epigenetic derep: -1.2%; GAA spleen mod: -22%

How did O=C(O)CCC(=O)Nc1cccc(C(=O)Nc2cccc(Cl)c2)c1 do in these assays?
ALDH1A1 inh: 11%; NPSR antagonist: -11%[46.1 µM]; GLA spleen mod: 5%; GAA glycogen: 7%; Tau fluor counter: 1%; GAA inh: 1%; Epigenetic derep: 0.0%; GAA spleen mod: 0%

How did Cc1noc(C)c1-c1nc(NCc2cccnc2)c2ccccc2n1 do in these assays?
ALDH1A1 inh: 7%; GLA spleen mod: 2%; Tau fluor counter: inconclusive; Epigenetic derep: 1.6%; GAA spleen mod: -2%

What do the screens show for `O=C(c1ccco1)N1CCN(C(=O)c2cc(-c3ccccn3)nc3ccc(Cl)cc23)CC1`?
ALDH1A1 inh: inconclusive; NPSR antagonist: -14%[46.1 µM]; GLA spleen mod: 1%; GAA glycogen: 1%; Tau fluor counter: -15%; GAA inh: -9%; Epigenetic derep: inconclusive; GAA spleen mod: -8%

What do the screens show for `CCCC(C)NC(=O)COc1ccc(S(=O)(=O)N2CCCC2)cc1` (stereo unspecified)?
ALDH1A1 inh: -9%; NPSR antagonist: 0%; GLA spleen mod: 4%; GAA glycogen: -4%; Tau fluor counter: -2%; GAA inh: 1%; Epigenetic derep: 5.2%; GAA spleen mod: 0%

Molecules listed so far that have two or more sulfur atoms, in the order listed:
Results for O=C(c1cccs1)N(c1ccc(Br)cc1)C1C=CS(=O)(=O)C1 (stereo unspecified) ?
ALDH1A1 inh: 9%; NPSR antagonist: 11%; GLA spleen mod: 15%; GAA glycogen: 1%; Tau fluor counter: -6%; GAA inh: -4%; Epigenetic derep: -0.1%; GAA spleen mod: -3%

What do the screens show for `COc1ccc(N2CCN(CCNC(=O)C3CCN(S(=O)(=O)c4cccs4)CC3)CC2)cc1`?
ALDH1A1 inh: -1%; NPSR antagonist: -7%[46.1 µM]; GLA spleen mod: -9%; GAA glycogen: -15%; Tau fluor counter: -10%; GAA inh: -5%; Epigenetic derep: -1.2%; GAA spleen mod: -22%

New compounds follow
Results for CC(Oc1ccc(Cl)cc1)C(=O)Nc1sccc1C(N)=O (stereo unspecified) ?
ALDH1A1 inh: 4%; NPSR antagonist: -5%; GLA spleen mod: 11%; GAA glycogen: -10%; Tau fluor counter: 0%; GAA inh: -8%; Epigenetic derep: -1.5%; GAA spleen mod: 12%

How did CNC(=S)NC1CC2CCC(C1)N2Cc1ccccc1 (stereo unspecified) do in these assays?
ALDH1A1 inh: 11%; NPSR antagonist: 7%[46.1 µM]; GLA spleen mod: -12%; GAA glycogen: 2%; Tau fluor counter: 5%; GAA inh: 1%; Epigenetic derep: -2.2%; GAA spleen mod: -4%

How did CCCCCn1c(=O)[nH]c2cc(C(=O)NCCN(CC)CC)ccc2c1=O do in these assays?
ALDH1A1 inh: -15%; NPSR antagonist: 5%[46.1 µM]; GLA spleen mod: inconclusive; GAA glycogen: 6%; Tau fluor counter: -12%; GAA inh: inconclusive; Epigenetic derep: -0.5%; GAA spleen mod: 3%

Results for Cc1n[nH]c(C)c1S(=O)(=O)N(CC(=O)NC1CCCC1)c1ccc(C(C)C)cc1 ?
ALDH1A1 inh: -3%; NPSR antagonist: -30%[46.1 µM]; GLA spleen mod: -5%; GAA glycogen: 3%; Tau fluor counter: -13%; GAA inh: -6%[15.4 µM]; Epigenetic derep: 0.0%; GAA spleen mod: -10%

Results for COC(=O)N(/C=C/c1ccc(OC)cc1)CCc1ccc(OC)c(OC)c1 ?
ALDH1A1 inh: 1%[13.5 µM]; GLA spleen mod: 5%[17.5 µM]; Tau fluor counter: -26%[11.6 µM]; Epigenetic derep: 0.0%[10.1 µM]; GAA spleen mod: 0%[17.4 µM]

What do the screens show for `CCCC1CCC(=NNC(=O)OC(C)(C)C)CC1` (stereo unspecified)?
ALDH1A1 inh: inconclusive; NPSR antagonist: 7%; GLA spleen mod: 1%; GAA glycogen: 2%; Tau fluor counter: 4%; GAA inh: 5%; Epigenetic derep: -2.0%; GAA spleen mod: -4%

Results for O=[N+]([O-])c1cccc(/C=N/N2CCN(Cc3ccc(Cl)cc3)CC2)c1 ?
NPSR antagonist: 29%; GLA spleen mod: -2%; GAA glycogen: -17%; Tau fluor counter: inconclusive; Epigenetic derep: 1.2%; GAA spleen mod: 13%

What do the screens show for `CN(Cc1cc(=O)n2ccsc2n1)Cc1nc2ccccc2c(=O)[nH]1`?
ALDH1A1 inh: inconclusive; NPSR antagonist: 4%; GLA spleen mod: 4%; GAA glycogen: 2%; Tau fluor counter: 7%; GAA inh: 8%; Epigenetic derep: 1.1%; GAA spleen mod: 8%

How did CNS(=O)(=O)c1cc(OCC(N)=O)c(C)cc1Cl do in these assays?
ALDH1A1 inh: 5%; NPSR antagonist: -8%[46.1 µM]; GLA spleen mod: 8%; GAA glycogen: 5%; Tau fluor counter: -9%; GAA inh: 2%; Epigenetic derep: 0.0%; GAA spleen mod: 2%

How did Cc1cc2c(c(=O)n1Cc1cccnc1)C(c1ccccc1)C(C#N)=C(N)O2 (stereo unspecified) do in these assays?
ALDH1A1 inh: 10%; NPSR antagonist: -11%[46.1 µM]; GLA spleen mod: 8%; GAA glycogen: 4%; Tau fluor counter: -13%; GAA inh: -6%; Epigenetic derep: 1.4%; GAA spleen mod: -1%

Results for COc1cccc(OCc2ccc(Cl)cc2)c1C#N ?
NPSR antagonist: -7%; GLA spleen mod: 8%; GAA glycogen: 0%; Tau fluor counter: -21%; Epigenetic derep: -2.7%; GAA spleen mod: -3%

How did CC1(C)CC(NC(=O)c2cccc3ccccc23)CC(C)(C)N1 do in these assays?
ALDH1A1 inh: 16%; NPSR antagonist: -3%[46.1 µM]; GLA spleen mod: 1%; GAA glycogen: 5%; Tau fluor counter: -9%; GAA inh: -3%; Epigenetic derep: 2.8%; GAA spleen mod: 1%

Results for CCOC(=O)NC(=O)c1cn(CCN(C)C)c(=O)[nH]c1=O ?
ALDH1A1 inh: -1%; NPSR antagonist: 6%; GLA spleen mod: -1%; GAA glycogen: 16%; Tau fluor counter: 9%; GAA inh: -1%; Epigenetic derep: 2.2%; GAA spleen mod: 3%

How did CCN(CC)c1ccc2cc(C(=O)Nc3ccccn3)c(=O)oc2c1 do in these assays?
ALDH1A1 inh: inconclusive; NPSR antagonist: -2%[46.1 µM]; GLA spleen mod: 3%; GAA glycogen: -1%; Tau fluor counter: 2%; GAA inh: -7%; Epigenetic derep: -7.9%; GAA spleen mod: -6%

What do the screens show for `CCc1cccc(C)c1NC(=O)CSc1nc2ccccc2n1CC(=O)N(C)C`?
ALDH1A1 inh: 19%; NPSR antagonist: -3%[46.1 µM]; GLA spleen mod: 9%; GAA glycogen: 1%; Tau fluor counter: -3%; GAA inh: -2%; Epigenetic derep: -3.6%; GAA spleen mod: 3%

What do the screens show for `COC(=O)CN(c1ccc(F)cc1)S(=O)(=O)c1ccc2c(c1)OCCO2`?
ALDH1A1 inh: inconclusive; NPSR antagonist: inconclusive; GLA spleen mod: 4%; GAA glycogen: 7%; Tau fluor counter: -8%; GAA inh: -10%; Epigenetic derep: -7.6%; GAA spleen mod: -3%

How did Cc1onc(-c2ccccc2)c1C(=O)c1ccccc1 do in these assays?
NPSR antagonist: 3%; GLA spleen mod: 9%; GAA glycogen: 4%; Tau fluor counter: -14%; Epigenetic derep: 0.1%; GAA spleen mod: 2%

How did O=C(NCCc1ccccc1)N1CCCC(CNS(=O)(=O)Cc2ccccc2)C1 (stereo unspecified) do in these assays?
ALDH1A1 inh: 9%; NPSR antagonist: 1%; GLA spleen mod: 2%; GAA glycogen: 3%; Tau fluor counter: -14%; GAA inh: 12%; Epigenetic derep: -4.1%; GAA spleen mod: 1%
